Screening data (PubChem)
mIAP block = inhibitors of mouse IAP, primary screen, biochemical, luminescence, uHTS | intestinal alkaline phosphatase [Mus musculus] | purified mouse IAP, CDP-Star luminescence, 30 min | inhibition, % at 10 µM | hit rate 0.2% among 330,000 | AID 2806, 2010;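 active = inhibition of at least 40% at 10 µM in the primary screen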;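 note: plate controls were DMSO with enzyme for no effect and no enzyme wells for full effect; values of inactives mirror those of a sister screen read the other way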
MIN6 prolif = inducers of MIN6 beta-cell proliferation, primary screen, ATP luminescence, uHTS. MIN6 cells proliferation, ATPlite luminescence, 48 h; cells starved in 0.2% serum; 100% = growth in 10% serum. proliferation, % at 10 µM. hit rate 0.29% among 330,000. AID 2380, 2010;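 active = compounds whose signal lies at least 3.5 SD above the mean of all wells on their plate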;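 note: 0% = DMSO-treated cells in low-serum medium and 100% = 10% serum control; some compounds called inactive have numbers as strong as hits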
APOBEC3G inh = APOBEC3G DNA deaminase inhibitors, primary screen, biochemical, fluorescence, single-stranded DNA substrate, uHTS; DNA dC->dU-editing enzyme APOBEC-3G (Homo sapiens), Q9HC16; recombinant A3G, ssDNA deamination FAM/TAMRA fluorescence; hit rate 0.28% among 330,000; inhibition, % at 20 µM; AID 493012, 2011;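 active = inhibition of at least 40% at 20 µM, with no more than 30% in the related APOBEC3A deaminase screen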;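 note: plate controls were DMSO wells with A3G for no effect and wells lacking A3G enzyme for full effect; some compounds called inactive have numbers as strong as hits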
TIM10 inh = growth inhibitors of isogenic TIM10 control yeast, primary screen, counter-screen for tim10-1 yeast inhibitor project, luminescence, uHTS; S. cerevisiae TIM10 strain growth, BacTiter-Glo luminescence, 24 h; inhibition, % at 10 µM; hit rate 1.4% among 330,000; AID 463195, 2010;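 active = inhibition of 40% or more at the single tested concentration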;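 note: wild-type TIM10 isogenic control strain grown at permissive 25 °C; 0% = DMSO yeast wells and 100% = minimal medium wells without yeast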
NALP3 yeast inh = NALP3 inflammasome inhibitors in reconstituted yeast, primary screen, luminescence, uHTS. Yeast reconstituted NLRP3/ASC/caspase-1, beta-gal luminescence, 24 h. inhibition, % at 10 µM. hit rate 0.39% among 330,000. AID 2825, 2010;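 active = inhibition of 50% or more; inactive = inhibition below 50%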;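 note: plate controls were induced DMSO wells for no effect and uninduced yeast grown without galactose for full effect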
hIAP inh = human IAP inhibitors, primary screen, biochemical, luminescence, uHTS; inhibition, % at 10 µM; purified IAP, CDP-Star luminescence, 30 min; Intestinal-type alkaline phosphatase (Homo sapiens), P09923; hit rate 0.12% among 330,000; AID 2544, 2010;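 active = inhibition reaching a set limit with compound at 10 µM in the primary screen, cut at about 35% in these data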;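 note: plate controls were DMSO wells with enzyme for no effect and no-enzyme buffer wells for full effect; values of inactives mirror those of a sister screen read the other way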
Target sequence (P09923 whole entry, looked up): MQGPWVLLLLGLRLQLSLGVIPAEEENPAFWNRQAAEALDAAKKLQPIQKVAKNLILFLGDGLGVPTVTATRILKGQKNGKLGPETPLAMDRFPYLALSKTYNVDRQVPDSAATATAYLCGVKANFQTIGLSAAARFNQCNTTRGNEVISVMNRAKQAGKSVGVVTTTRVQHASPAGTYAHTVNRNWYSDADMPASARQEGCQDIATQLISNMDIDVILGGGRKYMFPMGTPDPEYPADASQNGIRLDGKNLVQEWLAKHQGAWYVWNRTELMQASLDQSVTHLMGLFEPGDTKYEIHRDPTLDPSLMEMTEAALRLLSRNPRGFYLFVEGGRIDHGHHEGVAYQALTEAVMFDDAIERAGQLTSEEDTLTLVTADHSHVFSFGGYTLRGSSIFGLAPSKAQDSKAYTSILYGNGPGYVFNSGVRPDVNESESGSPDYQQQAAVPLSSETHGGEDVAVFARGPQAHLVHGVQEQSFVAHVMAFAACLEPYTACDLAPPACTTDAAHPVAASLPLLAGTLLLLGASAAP
mIAP act = activators of mouse IAP, primary screen, biochemical, luminescence, uHTS | hit rate 0.24% among 330,000 | muIAP, CDP-Star luminescence, 30 min; stronger effect = higher value; 1 = vehicle-only enzyme signal, 0 = enzyme-free wells | intestinal alkaline phosphatase [Mus musculus] | activation factor at 10 µM;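 active = activation factor of at least 2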; note: the source names both 10 and 20 µM as test concentration; values of inactives mirror those of a sister screen read the other way
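Assay system: mouse IAP enzyme; Reagent: CDP-Star chemiluminescent phosphatase substrate; Compound: DMSO-dissolved test compounds; Incubation: 30 min, room temperature; Technique: luminescence from enzymatic CDP-Star hydrolysis; Controls: DMSO-only wells and no-enzyme negative control.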
tim10-1 inh = growth inhibitors of tim10-1 mutant yeast, primary screen, luminescence, uHTS; S. cerevisiae tim10-1 ts strain growth, BacTiter-Glo, 24 h; inhibition, % at 20 µM; hit rate 2.2% among 330,000; AID 463190, 2010;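 active = inhibition of at least 40%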;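 note: mutant grown at 25 °C; 0% = DMSO wells with yeast and 100% = wells holding no yeast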
APOBEC3A inh = APOBEC3A ssDNA deaminase inhibitors, primary screen, selectivity assay for APOBEC3G inhibitor project, biochemical, FAM/TAMRA oligo cleavage fluorescence. recombinant A3A, FAM/TAMRA ssDNA deamination fluorescence. inhibition, % at 20 µM. hit rate 0.41% among 330,000. AID 493011, 2011;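 active = at least 40% inhibition at 20 µM here, with at most 30% in a related deaminase screen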;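 note: plate controls were A3A with DMSO for no effect and wells lacking A3A enzyme for full effect; some results filed as inactive read as strong as hits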
Target sequence (P31941 whole entry, looked up): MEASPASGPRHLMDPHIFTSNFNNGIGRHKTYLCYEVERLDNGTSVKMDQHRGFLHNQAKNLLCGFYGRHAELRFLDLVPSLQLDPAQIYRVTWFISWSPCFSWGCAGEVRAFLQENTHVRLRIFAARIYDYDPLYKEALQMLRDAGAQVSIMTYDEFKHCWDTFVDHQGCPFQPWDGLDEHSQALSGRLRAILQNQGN
Starred values were filed as active, the others as inactive.

SMILES	mIAP block	MIN6 prolif	APOBEC3G inh	TIM10 inh	NALP3 yeast inh	hIAP inh	mIAP act	tim10-1 inh	APOBEC3A inh
CC1(C)CC(C#N)(N2CCOCC2)CCO1 (stereo not given)	6	-1	-5	8	-4	7	0.94	14	3
OCCNCc1cccc(OCc2ccccc2Cl)c1	-5	-3	-6	-8	3	-19	1.1	-17	0
Cc1cccc(Cn2nc(C)cc2NC(=O)Cn2cc([N+](=O)[O-])cn2)c1	-2	-4	-3	-23	-4	6	1	-8	3
COc1ccc(C(CNC(=O)C2CC(=O)N(Cc3ccccc3)C2)N2CCCC2)cc1 (stereo not given)	-11	-1	-4	-9	-1	0	1.1	-20	-3
CCOC(=O)N1CCN(C(=O)c2cc(-c3ccc(F)cc3)[nH]c2C)CC1	7	-2	-2	15	-5	2	0.93	18	-2
S=C(NCc1cccs1)Nc1cccc(Cl)c1	-79	-1	-5	47*	9	2	1.8	45*	6
CCS(=O)(=O)N1CCCC(C(=O)Oc2ccc(Br)cc2)C1 (stereo not given)	-9	-2	-5	-1	22	-20	1.1	2	-9
CCOc1ccc(CCNC(=O)COC(=O)COc2ccc(Br)cc2)cc1OCC	4	-1	-4	9	4	-10	0.96	12	3
COc1ccccc1C(=O)Nc1nnc(SCC(=O)NC2CCCC2)s1	-2	0	-4	12	15	15	1	6	5
Cc1cc(/C=C2/SC(=S)N(c3ccc([N+](=O)[O-])cc3)C2=O)c(C)n1-c1cccnc1	24	-6	-1	23	29	22	0.76	21	0
Cc1ccc(S(=O)(=O)NNC(=S)Nc2ccc(Cl)cc2)cc1	9	-6	6	17	-10	-14	0.91	16	0
COC(=O)[C@@]12OC[C@]34[C@H]([C@@H](O)[C@@H]1O)[C@@]1(C)C(=O)C(O[C@@H]5OC(CO)[C@@H](O)[C@@H](O)[C@@H]5O)=C[C@@H](C)[C@@H]1C[C@H]3OC(=O)[C@H](OC(=O)/C=C(\C)C(C)(C)OC(C)=O)[C@@H]24 (stereo not given in full)	13	-1	-6	2	-16	-6	0.87	-3	-4
CCOC(=O)c1ccc(Nc2ncnc3ccc(C)cc23)cc1	5	0	-4	9	23	13	0.95	10	-2
CCN(CC)CCCC(C)NC(=O)c1c(NC(=O)c2ccccc2)sc2c1CCCC2 (stereo not given)	24	-4	3	0	10	-27	0.76	12	2
COc1ccc(NC(=O)C(C/C=C(/C)Cl)C(C)=O)cc1 (stereo not given)	-1	-1	-5	5	3	9	1	6	-2
CCOc1ccc(NC(=O)CC2C(=O)NCCN2C(=O)Nc2ccccc2)cc1 (stereo not given)	-3	-1	-3	6	16	-13	1	6	-1
CCC(C)N1C(=O)/C(=C/c2c(NCCCOC(C)C)nc3c(C)cccn3c2=O)SC1=S (stereo not given)	30	-6	-52	15	23	20	0.7	31	-28
Cc1nn(Cc2ccc(Cl)cc2)c(C)c1NC(=O)c1cc(-c2ccc3c(c2)OCO3)on1	-2	-5	-5	8	-2	12	1	37	-2
O=C(O)c1cc(-c2cccs2)nc2ccc(Br)cc12	-1	-1	-5	-6	-7	-9	1	15	0
CCOCC(O)CSCc1ccc(Cl)cc1 (stereo not given)	-6	-1	1	-12	-12	0	1.1	-6	0
CCOC(=O)/C(=N\O)C1=NC(C)(C)Cc2ccccc21	5	1	-7	9	-14	16	0.95	4	-5
O=C(c1cnc(Cl)c(Cl)c1)N1CCC(Cc2ccccc2)CC1	6	-3	-11	9	30	-3	0.94	16	-1
Cc1ccc(N(CC(=O)NC2CCCC2)C(=O)CCC(=O)Nc2nccs2)cc1C	3	0	0	6	20	18	0.97	12	0
Nc1ccc(Nc2ccc([N+](=O)[O-])cc2[N+](=O)[O-])cc1	12	2	1	5	31	10	0.88	14	-1
CN(C)c1ccc(C(=S)N2CCN(c3ccc([N+](=O)[O-])cc3)CC2)cc1	12	-5	35	6	-2	12	0.88	3	-2
C/C(=N\N1CCN(c2ccc(Cl)cc2)CC1)c1cccc([N+](=O)[O-])c1	2	0	-2	16	9	3	0.98	25	0
CCCCOc1ccc(C(C)NC(=O)CCS(=O)(=O)Cc2ccc(Cl)cc2)cc1 (stereo not given)	-7	2	-11	-2	-1	-9	1.1	11	-5
O=C(CCCc1nc2ccccc2s1)N1CCN(c2ccccc2)CC1	13	-2	-1	21	19	7	0.87	26	4
CCCCS(=O)(=O)N1CCN(S(=O)(=O)c2cccs2)CC1	-2	4	-5	1	26	-14	1	-17	-1
O=C1CC(=O)N(Cc2ccco2)C(=S)N1	70*	-1	93	5	13	21	0.3	10	99
COc1ccc(CNC(=O)C2CC(C)=CCC2C(=O)O)cc1 (stereo not given)	0	-2	-32	5	-11	16	1	-3	-4
COc1ccc(C)cc1NC(=O)C(=O)c1cn(CC(=O)N2CCCC2)c2ccccc12	9	-1	-5	9	7	13	0.91	21	-3
CCOc1ccccc1NC(=O)n1ncc2c(C)cccc21	-3	-1	-3	3	8	-14	1	20	-3
COc1cccc(/C=N/NC(=O)c2ccoc2C)c1O	-1	-5	1	23	6	-46	1	-10	6
Cc1cccc(N(C(=O)c2snc(C(N)=O)c2N)C(C(=O)NC2CCCC2)c2ccco2)c1 (stereo not given)	-3	0	-10	16	10	19	1	-1	-3
C/C(=N\NC(=O)CO/N=C(\C)c1cccs1)c1ccc(N)cc1	-8	2	2	-6	14	-12	1.1	-4	7
COc1ccc(CCNC(=O)COc2cc(O)c3c(c2)OC(C)(C)CC3=O)cc1OC	-6	-2	-12	2	3	-14	1.1	21	-4
CCc1cccc2c(C=C(C#N)C#N)cn(CC(=O)N3CCCCC3)c12	5	-1	-7	19	3	-5	0.95	18	-3
O=C(NN=C1CCCCCC1)c1ccc(Cl)s1	2	2	-6	15	11	-25	0.98	9	-2
CCN1CCN(Cc2ccc(OCc3ccccc3)cc2)CC1	4	-3	-5	-12	1	3	0.96	2	-2
COc1ccc(NC(=O)N(C)C[C@H]2Oc3ccc(NC(=O)CCN4CCOCC4)cc3C(=O)N([C@H](C)CO)C[C@@H]2C)cc1	-6	0	-1	5	-3	-2	1.1	11	0
COc1cccc(N2CCN(C(=O)c3cn(Cc4ccccc4)nc3-c3cccnc3)CC2)c1	-3	-4	-3	13	19	18	1	17	-4
COc1cc(NC(=O)Nn2cnnc2)cc(OC)c1OC	-2	-4	-12	-1	11	10	1	-2	-2
Cc1[nH]c2ccccc2c1C1=CN2CCS(=O)(=O)N=C2S1	-13	-1	1	1	-1	-1	1.1	5	-3
O=C(CSc1nnc(SCc2cccc3ccccc23)s1)c1ccc2c(c1)OCO2	16	-4	-1	-13	29	3	0.84	25	-3
Cc1ccc(-n2nc3c(=O)n(CC(=O)NC(C)CCc4ccccc4)nc(C)c3c2C)cc1 (stereo not given)	8	-1	-7	-27	3	-2	0.92	16	-6
CCOc1ccc(N2C(=O)CC(C(C)c3ccccc3)C2=O)cc1 (stereo not given)	-2	-3	-5	6	15	-4	1	17	-3
COc1ccc(CN2C(=O)c3cccnc3C2=O)cc1S(=O)(=O)N1CCCCC1	-6	-3	2	0	6	-7	1.1	2	-1
O=C(Nc1nc(-c2cc(F)ccc2F)cs1)c1cccc(N2C(=O)CCC2=O)c1	6	2	5	1	-5	-8	0.94	-7	-2
CC(C)(C)N1C(=O)[C@H]2[C@@H](c3ccc(Br)cc3)N3C(=O)N(c4cccc(F)c4)C(=O)[C@@]3(Cc3ccccc3)[C@H]2C1=O	-5	-7	-6	2	5	18	1	14	-4

3 entries already listed, ordered by the value under NALP3 yeast inh, smallest number first:
| SMILES | NALP3 yeast inh |
| --- | --- |
| COc1ccc(NC(=O)N(C)C[C@H]2Oc3ccc(NC(=O)CCN4CCOCC4)cc3C(=O)N([C@H](C)CO)C[C@@H]2C)cc1 | -3 |
| CC(C)(C)N1C(=O)[C@H]2[C@@H](c3ccc(Br)cc3)N3C(=O)N(c4cccc(F)c4)C(=O)[C@@]3(Cc3ccccc3)[C@H]2C1=O | 5 |
| CCOc1ccc(N2C(=O)CC(C(C)c3ccccc3)C2=O)cc1 (stereo not given) | 15 |

(more compounds)
SMILES	mIAP block	MIN6 prolif	APOBEC3G inh	TIM10 inh	NALP3 yeast inh	hIAP inh	mIAP act	tim10-1 inh	APOBEC3A inh
CS(=O)(=O)N1CCC(C(=O)Nc2ccccc2F)CC1	-1	-3	1	9	9	-8	1	7	2
Cc1cccc(CN(C)CCc2ccccn2)c1	2	0	-5	16	0	-7	0.98	3	-4
COC(=O)c1ccccc1NC(=O)CSc1nc(N)cc(=O)[nH]1	12	-3	7	12	6	-10	0.88	0	35
CCn1c(SCC(=O)NNC(=S)Nc2ccc(C)cc2)nnc1-c1ccc(Cl)cc1	-1	0	-12	6	18	-78	1	22	-5
CCn1c(=O)c(C(=O)Nc2ccsc2C(=O)OC)c(O)c2ccccc21	6	-1	-7	-2	10	2	0.94	0	-5
O=C(c1cnn(C(=O)COc2ccc(Cl)cc2)c1)c1ccccc1O	16	0	-5	30	9	19	0.84	12	0
O=C1c2ccccc2C2(c3ccccc3)NCCN12 (stereo not given)	2	-1	-9	9	-3	19	0.98	9	1
Cc1ccc(CNC(=O)CCS(=O)(=O)c2cc3c(cc2C)NC(=O)CO3)cc1	9	-3	7	-10	3	-2	0.91	-4	4
CC1C=CCC2C(=O)N(c3cccc(C(=O)NCc4ccccc4)c3)C(=O)C12 (stereo not given)	8	-1	-5	11	1	9	0.92	17	0
c1cncc(Nc2nc(-c3ccncc3)cs2)c1	0	4	-1	1	-4	3	1	4	0
CCN(CC)c1ccc(NC(=O)COC(=O)c2ccc3ccccc3n2)cc1	6	-2	-7	-10	16	-4	0.94	13	-7
O=C(NC1CCCC1)c1ccc(Cl)c(S(=O)(=O)N2CCCCC2)c1	-3	4	-16	4	1	8	1	-14	-7
COc1ccc(/C=C/C(=O)Nc2cccc(C(C)=O)c2)cc1	4	-3	-11	-24	17	6	0.96	-75	1
COc1ccc(S(=O)(=O)N2CCOCC2)cc1NC(=O)CSc1nnc(NC2CC2)s1	-10	-2	-5	-4	17	4	1.1	-2	-1
CC(C)(C)[C@H]1C=C(C(=O)NCc2ccccc2)O[C@@H](OCCCCO)C1	4	-4	-4	21	15	13	0.96	22	0
Cc1ccc(C)c(NC(=S)NC2CC3CCC(C2)N3Cc2ccco2)c1 (stereo not given)	-17	0	-7	-15	8	-1	1.2	-4	-2
O=C(COc1ccc(Br)cc1)N1CCNC1=O	-4	-3	8	-10	2	17	1	0	2
